D1 potentiator = potentiators of human D1 dopamine receptor; 360,000 tested, 0.036% active; P21728; potentiation, % at 10 µM; HEK293 TREx D1 cells, calcium flux, dopamine EC20 potentiation; in the data active = potentiation above about 30%; also: 0% is about no effect
Target sequence (P21728 whole entry, looked up): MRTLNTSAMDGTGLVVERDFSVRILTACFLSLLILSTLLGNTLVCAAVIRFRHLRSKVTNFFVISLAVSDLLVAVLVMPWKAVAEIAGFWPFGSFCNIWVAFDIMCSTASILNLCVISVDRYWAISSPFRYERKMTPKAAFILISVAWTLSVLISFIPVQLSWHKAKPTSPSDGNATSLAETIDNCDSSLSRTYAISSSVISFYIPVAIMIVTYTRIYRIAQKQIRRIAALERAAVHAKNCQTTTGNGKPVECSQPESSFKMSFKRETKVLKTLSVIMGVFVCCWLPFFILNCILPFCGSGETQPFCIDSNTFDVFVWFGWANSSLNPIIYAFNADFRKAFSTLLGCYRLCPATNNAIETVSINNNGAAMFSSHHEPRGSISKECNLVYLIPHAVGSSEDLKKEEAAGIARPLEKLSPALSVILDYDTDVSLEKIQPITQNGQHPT
D2 antagonist = antagonizes the human D2 dopamine receptor | HEK293 TREx D2 cells, calcium flux, dopamine EC80 | inhibition, % at 10 µM | 340,000 tested, 2% active | AID 485344; in the data active = inhibition above about 30%; also: 0% is about no effect
Target sequence (P14416 whole entry, looked up): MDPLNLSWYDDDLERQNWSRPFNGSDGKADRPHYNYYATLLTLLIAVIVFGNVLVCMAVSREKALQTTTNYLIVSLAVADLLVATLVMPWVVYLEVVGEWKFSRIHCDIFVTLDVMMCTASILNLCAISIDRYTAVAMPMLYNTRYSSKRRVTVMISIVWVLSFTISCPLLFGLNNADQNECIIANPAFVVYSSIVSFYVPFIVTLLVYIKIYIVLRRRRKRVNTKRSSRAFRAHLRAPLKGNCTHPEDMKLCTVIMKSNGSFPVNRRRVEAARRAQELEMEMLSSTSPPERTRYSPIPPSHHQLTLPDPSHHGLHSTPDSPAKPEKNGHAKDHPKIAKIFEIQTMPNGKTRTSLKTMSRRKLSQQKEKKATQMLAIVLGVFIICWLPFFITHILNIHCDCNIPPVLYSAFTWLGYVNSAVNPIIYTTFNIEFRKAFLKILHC
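Measurement of antagonist activity uses fluorescent calcium dye in inducible HEK293 T-REx D2 cells: 10 s baseline, compound addition with 180 s read, EC80 dopamine addition with a further 180 s read.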
TRHR enhancer = TRH receptor (human) allosteric enhancement | 360,000 tested, 0.66% active | P34981 | enhancement, % at 2 µM | TRHR cells, fluo-8 calcium fluorescence, EC20 TRH enhancement; in the data active = enhancement above about 30%; also: 0% is about no effect
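Enhancer read-out: after compound pinning and an initial kinetic agonist-mode read, an EC20 of TRH (10 nM final) was injected and fluo-8 calcium signal (Ex 480/Em 530) followed at 1 s/cycle for 100 cycles in TRHR-expressing cells.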
D2 potentiator = positively modulates the human D2 dopamine receptor allosterically; 340,000 tested, 0.34% active; AID 485347; HEK293 T-REx D2, calcium flux, EC20 dopamine potentiation; potentiation, % at 10 µM; P14416;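 active = potentiation over 3 SD above the plate norm, cut at about 30% in these data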; also: 0% is about no effect
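Potentiation of an EC20 dopamine calcium response is measured in a force-coupled, tetracycline-inducible Hek293 Trex D2 line. Compound-only kinetic reads over 180 s flag agonists before dopamine addition.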
D1 agonist = agonists of human D1 dopamine receptor; AID 504660; P21728; HEK293 T-REx D1 cells, calcium flux, agonist mode; 360,000 tested, 1% active; activation, % at 2 µM; in the data active = activation above about 30%; also: 0% is about no effect
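Inducible HEK293 T-REx D1 cells, force-coupled to calcium signalling, were plated at 4000 cells/well with tetracycline and held overnight at 30 C. After no-wash calcium dye loading, compound-evoked calcium rise over 180 s flagged agonists.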
RXFP1 antagonist = RXFP1 (human) relaxin receptor antagonism. Q9HBX9. HEK293-RXFP1, relaxin-stimulated cAMP HTRF, 30 min; hits give low values. activity change, negative = inhibition, % at 57.5 µM. 350,000 tested, 0.59% active. AID 1259400;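 active = activity change of -60% or lower, but not beyond a set lower limit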; also: % is scaled to controls: 0 for no effect and ±100 for the full control effect
RXFP1 ag = activates the human relaxin receptor RXFP1; Q9HBX9; HEK293T-RXFP1 cAMP TR-FRET, 30 min; response scale: percent of porcine relaxin response, buffer zero; Potency, µM (series often up to 57.5 µM), for inactives: at the highest dose activation, hits mostly activators; 370,000 tested, 0.3% active; active = well fitted activation curve with a large enough effect; also: potency is read from the fitted curve at half-maximal effect; % is scaled to controls: 0 for no effect and ±100 for the full control effect; nearly all actives have a fitted effect of over 60% in size; many of its hits are not listed in these tables
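HEK293T cells stably expressing RXFP1 were pretreated with the PDE4 inhibitor Ro 20174, exposed to compounds for 30 min at 37C, lysed, and cAMP was read by TR-FRET. Data normalized to buffer (basal) and 29 nM porcine relaxin (100%).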
D1 antagonist = human D1 dopamine receptor antagonism. 360,000 tested, 3.2% active. AID 504652. activity change, negative = inhibition, % at 10 µM. HEK293 TREx D1 cells, calcium flux, dopamine EC80; hits give low values; in the data active = activity change below about -30%; also: % is scaled to controls: 0 for no effect and ±100 for the full control effect
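Cells carrying a force-coupled, tetracycline-inducible human D1 receptor report calcium flux. Each well gets a 10 s baseline, compound with 180 s monitoring, then an EC80 dopamine stimulus with a second 180 s kinetic read.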
D2 agonist = D2 dopamine receptor (human) agonism; P14416; HEK293 T-REx D2 cells, calcium flux agonist mode; activation, % at 2 µM; 340,000 tested, 0.53% active; AID 485358;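 active = activation over 3 SD above normal in the single-dose calcium agonist read, cut at about 30% in these data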; also: 0% is about no effect
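Tetracycline-induced HEK293 T-REx cells with force-coupled D2 receptor, plated overnight at 30 C, loaded with no-wash calcium dye. After a 10 s baseline, compound was pin-added and calcium flux read kinetically for 180 s; calcium rises flagged agonists.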
* = called active by the depositor; x = not tested or not shown; & = joins results of further samples.

SMILES	D1 potentiator	D2 antagonist	TRHR enhancer	D2 potentiator	D1 agonist	RXFP1 antagonist	RXFP1 ag	D1 antagonist	D2 agonist
COc1ccc(N(CC(=O)NC2CCCCC2)S(=O)(=O)c2c(C)[nH]c(=O)[nH]c2=O)cc1	-5	-29	2	2	2	x	-0.7%	-34*	-1.0
Cc1ccc(C(=O)NCCCN2CCOCC2)o1	-9	-12	-1	-1	3	-7	-0.2%	1	-0.2
CC(C)=CC1C(C(=O)Nc2ccc(S(=O)(=O)N3CCOCC3)cc2)C1(C)C (stereo not given)	-3	x	2	4	5	19	-0.9%	-6	x
Cc1csc2nnc(N)n12	-2	11	0	12	2	8	1.0%	-9	0.7
COc1cc2c(cc1OC)C(C(=O)Nc1cc(C)c(OC)c(C)c1)CC(=O)N2 (stereo not given)	-1	-11	-6	2	4	-4	2.2%	8	5.8
Cc1cc(=O)n(Cc2ccc(Br)cc2F)c2c1c(C)nn2-c1ccccc1	-2	x	4	8	3	-5	19%	-1	-0.6
COC(=O)COc1ccc(S(=O)(=O)NCCC2=CCCCC2)cc1Cl	-7	1	-12	-13	11	-3	-0.8%	-11	0.8
Cc1cc(C)cc(NC(=O)CSc2nc3c(c(=O)n2C)SC(C)C3)c1 (stereo not given)	-9	-1	-7	3	4	x	5.9%	0	-1.1
O=C(CSc1ccc2ccccc2n1)N1CCC(c2noc3ccc(F)cc23)CC1	2	13	-1	5	5	2	-1.9%	7	0.2
Cc1cc(NC(=O)CN2C(=O)NC(C)(c3ccccc3)C2=O)no1 (stereo not given)	-2	-2	3	0	1	9	1.6%	x	-0.2
Cc1ccc2[nH]c3nc(SCCN4CCOCC4)nnc3c2c1	-2	-1	3	-4	1	7	0.0%	5	0.5
CC(C)NCC(O)COc1ccc(Br)cc1 (stereo not given)	-3	-7	-1	-12	7	-7	0.4%	-12	1.7
O=C(O)c1cc(Cl)ccc1NC(=O)C1CCCO1 (stereo not given)	-6	15	-3	-9	4	10	0.6%	-11	1.9
CCN(CC)S(=O)(=O)c1cc(C(=O)OCC(=O)NC(=O)c2cccn2C)ccc1C	3	-26	-10	-7	12	15	3.6%	4	0.1
COc1ccc(C2OC(=O)Cc3cc(OC)c(OC)cc32)cc1 (stereo not given)	-5	-23	-6	14	-1	3	0.2%	-17	-2.0

Reprinted from the part before: six entries, then new ones.
SMILES	D1 potentiator	D2 antagonist	TRHR enhancer	D2 potentiator	D1 agonist	RXFP1 antagonist	RXFP1 ag	D1 antagonist	D2 agonist
Cc1cc(NC(=O)CN2C(=O)NC(C)(c3ccccc3)C2=O)no1 (stereo not given)	-2	-2	3	0	1	9	1.6%	x	-0.2
Cc1ccc2[nH]c3nc(SCCN4CCOCC4)nnc3c2c1	-2	-1	3	-4	1	7	0.0%	5	0.5
CC(C)NCC(O)COc1ccc(Br)cc1 (stereo not given)	-3	-7	-1	-12	7	-7	0.4%	-12	1.7
O=C(O)c1cc(Cl)ccc1NC(=O)C1CCCO1 (stereo not given)	-6	15	-3	-9	4	10	0.6%	-11	1.9
CCN(CC)S(=O)(=O)c1cc(C(=O)OCC(=O)NC(=O)c2cccn2C)ccc1C	3	-26	-10	-7	12	15	3.6%	4	0.1
COc1ccc(C2OC(=O)Cc3cc(OC)c(OC)cc32)cc1 (stereo not given)	-5	-23	-6	14	-1	3	0.2%	-17	-2.0
CCOc1ccc(CCNC(=O)C2=C(C)C(=O)OC23CCC(C)CC3)cc1OCC (stereo not given)	-1&-3	-17	11&5	12	0&0	-1&-5	0.3%&-3.0%	1&-4	-0.5
O=C(Cn1c(=O)nc(-c2ccccc2)c2ccccc21)NCc1ccccc1Cl	-2	x	-5	2	10	2	-0.5%	8	x
Cc1ccc(-c2nc(CS(=O)(=O)CC(=O)NCCc3ccccc3)c(C)o2)cc1	-1	x	8	4	1	-11	23%	-1	0.1
COc1ccccc1-c1nnc2n(CCc3ccccc3)c(=O)c3ccccc3n12	1	x	-2	-12	0	-7	-3.2%	2	x
CN(C)S(=O)(=O)c1ccc(C(=O)Nc2ccc(F)cc2F)cc1	-9	-3	-3	0	3	x	0.6%	-16	1.1
Cc1ccc(CNC(=O)C2CCC(=O)N(Cc3ccccc3F)C2)s1 (stereo not given)	1	4	9	-12	2	13	0.2%	3	0.1
CCOC(=O)c1c(C)[nH]c(C(=O)N2CCN(CC)CC2)c1C	1	20	1	11	0	8	2.0%	-2	0.0
CN(C)c1ccc(C(=O)Nc2nnc(-c3ccc(Cl)cc3)o2)cc1	-5	18	-1	-17	3	x	7.3%	-19	4.0
O=C(CSc1nc2c([nH]c3ccccc32)c(=O)n1-c1ccccc1)N1CCc2ccccc21	-1	x	1	2	0	16	0.2%	-11	x
Cc1csc(Nc2ccccc2C(F)(F)F)n1	-5	-2	-15	-3	-1	-1	3.1%	21	0.2
CCN(C(=O)CN1CCN(c2cccc(Cl)c2)CC1)c1c(N)n(Cc2ccccc2)c(=O)[nH]c1=O	11	-9	3	14	0	-4	1.3%	6	2.1
COCCN(C(=S)Nc1cc(C)cc(C)c1)C(C)c1cccs1 (stereo not given)	-10	-6	0	6	2	1	2.0%	-19	-0.3
Cc1ccccc1C(=O)Nc1cccc(-c2nnc(SCC(=O)O)n2C)c1	-5	-15	-2	19	1	-8	-0.8%	4	0.2
COc1cc2nc(N(CCCN(C)C)C(=O)c3ccc(S(=O)(=O)N4CCc5ccccc5C4)cc3)sc2cc1OC	-3	-25	2	9	9	-4	0.0%	23	0.2
O=C(c1ccc(Cl)cc1)c1c[nH]c(C(=O)NNc2ccccc2)c1	-4	15	0	9	0	-28	0.1%	0	-0.4
CCOC(=O)C1(C)C=C(Nc2ccc(C)cc2)C(=O)N1c1ccccc1 (stereo not given)	-2	x	1	x	-1	x	4.7%	-28	-2.0
CCCCC(=O)NNC(=S)NC(=O)c1cccc([N+](=O)[O-])c1	-2	-4	5	5	4	12	-1.7%	-3	-2.6
CC(C)[C@H](NC(=O)N1CC(=O)Nc2ccccc21)C(=O)N[C@@H](Cc1c[nH]c2ccccc12)C(=O)O	1	21	4	3	0	x	2.3%	-8	0.1
CC(=O)c1c(C)oc2ccc(OCc3ccccc3)cc12	3	-5	14	-2	3	4	1.6%	7	-1.1
CSc1cccc(NC(=S)N(CCCN2CCCC(C)C2)Cc2cccs2)c1 (stereo not given)	-16	46*	-11	-17	5	-7	1.9%	19	0.3
C/C(=N\n1c(C)nc2ccccc2c1=O)c1ccc(C)o1	-8	-4	6	8	2	-1	-0.4%	-10	-0.6
O=C1c2ccccc2C(Nc2ccc(S(=O)(=O)N3CCCCCC3)cc2)N1Cc1ccco1 (stereo not given)	x	-3	6	6	1	2	-1.3%	-1	0.4
O=C(CC1NCCNC1=O)NC1Cc2ccccc2C1 (stereo not given)	3	-14	-2	-3	2	9	1.3%	14	1.7
Cc1ccsc1/C=N/Nc1ccc(Cl)nn1	0	2	-8	6	0	0	-0.1%	1	0.5
Oc1ccc(Cc2ccc(Cl)cc2)c(O)c1	-2	-18	-4	-2	3	-22	5.4%	-7	0.2
CCc1ccc(NC(=O)Cn2cnc3sc(C)c(S(=O)(=O)N4CCOCC4)c3c2=O)cc1	2	24	1	3	0	-1	-0.3%	4	-0.5
CCC(C)N1CCN(C(=O)c2cc(OC)cc(OC)c2)CC1 (stereo not given)	-1	-13	5	2	5	-3	0.1%	1	0.3
CCOc1ccc(NC(=O)Cn2c(=O)n(CC3CCCO3)c(=O)c3ccccc32)cc1 (stereo not given)	-9&0	-13	-2&3	3&11	2&0	1	-0.8%&1.5%	0&-15	-1.2&-0.9
COc1ccc(OC)c(CN2CCCC(C(=O)N3CCCCC3)C2)c1 (stereo not given)	-3	-6	1	-19	2	6	-2.0%	3	-0.3
CCCn1c(NCc2cccc(OC)c2O)nc2ccccc21	-4	-10	-2	-17	3	2	0.7%	4	0.3
O=C(NNC(=S)NC(=O)c1ccccc1)c1ccc([N+](=O)[O-])cc1	8	3	-2	-5	30	11	-0.3%	3	0.5
CCc1ccc(NC(=O)CSc2nnc(-c3nonc3NC(C)=O)n2-c2ccccc2)cc1	0	x	-3	11	1	-2	3.1%	1	-0.2
CCOc1ccc(Nc2nc3c(S(=O)(=O)c4ccc(CC)cc4)nnn3c3ccc(Cl)cc23)cc1	-2	x	-3	0	0	-8	10%	-14	0.3
O=C(NC(=O)c1c(F)cccc1F)Nc1ccccc1SC(F)F	-5	-18	3	9	2	-16	0.1%	-7	1.8
O=C(Nc1ccc2c(c1)Cc1ccccc1-2)c1ccncc1	-1	-5	-3	7	2	-9	0.2%	-23	0.6
CCSc1nnc(NC(=O)CSc2nccn2-c2cc(C)cc(C)c2)s1	-2	-14	-1	-4	4	-9	0.1%	-18	-0.6
CC(C)c1ccc(N2C(=O)C3C4C=CC(CC4)C3C2=O)cc1 (stereo not given)	0	x	1	x	12	10	5.6%	-26	x
CC(=O)c1ccc(NC(=O)CC(NCCC2=CCCCC2)C(=O)O)cc1 (stereo not given)	-2	-10	14	4	1	9	-1.0%	6	-0.4
Cc1cc(C)cc(OCC(=O)Nc2nc(-c3ccccn3)cs2)c1	-3	-9	2	-1	3	-4	5.6%	14	-0.7
CCCCOC(=O)/C=C\C(=O)OCCCC	9	-12	1	16	1	-2	-2.1%	-1	-1.1
O=C(CCN1CCCCC1)N=Nc1c(O)[nH]c2ccccc12	-6	-8	7	10	1	4	2.7%	2	0.7
Cc1cc(C)c2nc(N3CCCC(C(=O)NC4CCCC4)C3)sc2c1 (stereo not given)	-2	x	-4	x	2	12	2.8%	2	x
Cc1cccc(C(=O)NCC(=O)OCC(=O)N(C)CC(=O)Nc2ccccc2Cl)c1	x	-38	-1	14	1	-12	1.0%	17	0.1
Cc1ccc(Nc2nnc(SCC(=O)NCCN3C(=O)CSC3=O)s2)cc1C	5	-16	4	-6	2	-4	0.4%	0	-0.5
CC1(C)CC2CC(C)(CN2C(=S)NC(=O)c2ccccc2Cl)C1 (stereo not given)	-1	10	4	-2	2	-16	-0.5%	0	0.5
CNC(=O)c1nc(C)c(C2(C)CC(c3cccc([N+](=O)[O-])c3)=NO2)s1 (stereo not given)	-3	0	0	-6	2	x	0.0%	-12	-0.5
Cn1c(N)c(C(=O)Nc2ccccc2F)sc1=S	1	-2	0	5	1	3	0.1%	-2	0.3
O=C1ON=C(c2ccccc2[N+](=O)[O-])/C1=C/c1cccc([N+](=O)[O-])c1O	-8	-26	5	14	0	0	-2.2%	1	-0.9
NS(=O)(=O)c1ccc(CCNC(=O)c2ccccc2[N+](=O)[O-])cc1	-7	x	-1	x	4	-10	1.0%	14	x

Some of the compounds tested, so the mix of outcomes need not match the whole.
